High-throughput results (PubChem)
PTEN del growth: growth suppression of PTEN-null HCT116, primary screen, cell-based, CellTiter-Glo; HCT116 PTEN-null viability, 60 h; hits give low values; actives 1.2% (n = 140,000); viability, % at 10 µM;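 active = viability at or below a set limit, 4 SD under the median of all tested compounds, cut at about 3.7% in these data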;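 also: PTEN knockout HCT116 line with beta catenin targeted HCT116 as companion control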
BB579 growth dn: growth inhibitors of yeast BB579 in restrictive medium, primary screen, yeast lifespan-shortening project, S. cerevisiae | OD615, 48 h | inhibition, % at 10 µM | actives 0.51% (n = 140,000);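 active = inhibition above a set limit, 3 SD over the mean compound inhibition, cut at about 44% in these data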; also: inactives centre near -24
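Material: Saccharomyces cerevisiae DeaD strain BB579, replicative lifespan model yeast; buffer or medium: CSMM-D restrictive synthetic medium containing dextrose (glucose); compound: 10 µM single dose, DMSO 0.25%; timing: 48 h compound exposure at 30 °C after 4 h preincubation; signal: turbidity as optical density at 615 nm; benchmarks: positive control amphotericin B 10 µg/mL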
E-sel TNF inh: E-selectin induction blockers in HUVEC – imaging, immunofluorescence, high content, primary screen; HUVEC TNFa-induced E-selectin immunofluorescence; inhibition, % at 2 µM; actives 0.71% (n = 120,000); AID 1246, 2008;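 active = inhibition above the batch mean plus 3 SD, and confirmed as a hit on visual image review, cut at about 43% in these data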;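 also: 0% = TNF-stimulated DMSO wells and 100% = unstimulated control wells; not every result past the cut was called active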
Yeast life ext: compounds extending yeast replicative lifespan, primary screen, S. cerevisiae, OD615. inhibition of the nicotinamide effect, % at 10 µM. AID 775, 2007. actives 0.68% (n = 130,000). S. cerevisiae growth with nicotinamide; deaD strain in restrictive glucose medium;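 active = inhibition above a set limit, placed 3 SD over the median of all compounds, cut at about 26% in these data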;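 also: 0% = nicotinamide-treated wells and 100% = cells grown without nicotinamide; some compounds called inactive have numbers as strong as hits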
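Test system: DeaD-strain S. cerevisiae / Buffer or medium: restrictive glucose medium / Also added: nicotinamide 1.5 mM / Doses: one concentration, 10 µM, DMSO 0.25% / Schedule: 48 h at 30 °C / Signal: OD615 measurement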
NPY Y2 blocker: NPY-Y2 receptor antagonists, primary screen, cell-based; Neuropeptide Y receptor type 2 (Homo sapiens), P49146; NPY-Y2 expressing cells, antagonist mode; inhibition, % at 2.7 µM; actives 0.99% (n = 140,000); AID 793, 2007; in the data active = inhibition above about 17%;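 also: 0% = vehicle with agonist challenge and 100% = reference antagonist with challenge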
Target sequence (P49146 whole entry, looked up): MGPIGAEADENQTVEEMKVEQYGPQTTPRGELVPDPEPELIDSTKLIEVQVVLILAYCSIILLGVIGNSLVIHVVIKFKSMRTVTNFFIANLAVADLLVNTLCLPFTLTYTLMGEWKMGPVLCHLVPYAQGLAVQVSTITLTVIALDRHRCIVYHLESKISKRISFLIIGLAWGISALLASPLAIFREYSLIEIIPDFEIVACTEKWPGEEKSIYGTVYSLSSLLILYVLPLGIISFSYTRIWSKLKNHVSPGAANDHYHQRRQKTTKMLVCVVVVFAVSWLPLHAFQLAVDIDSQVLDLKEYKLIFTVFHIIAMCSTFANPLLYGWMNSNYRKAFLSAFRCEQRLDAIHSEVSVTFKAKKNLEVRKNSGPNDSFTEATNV
MRP1 act: H69AR viability gain despite doxorubicin, primary screen, MRP-1 activator project, H69AR cells, CellTiter-Glo; viability rescue; viability increase, % at 10 µM; actives 0.61% (n = 140,000);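 active = viability gain under doxorubicin at or above a set limit, the compound median plus 3 SD, cut at about 4.7% in these data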;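 also: MRP-1 overexpressing cells given doxorubicin 25 µM after compound pretreatment; 18-22 h compound pretreatment then 72 h with doxorubicin before readout; 0% = doxorubicin-only wells and 100% = vehicle-treated cells without doxorubicin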
Measles CPE: compounds protecting cells from measles virus cytopathic effect, primary screen, measles RdRp inhibitor project, single point, MLSMR library, absorbance; AID 841, 2007; protection (pct of control), % at 4 µM; actives 1.5% (n = 140,000); Measles virus-infected cells, CPE protection; in the data active = protection mostly above about 24%, no sharp cut-off; inactive = mostly below about 26%; also: some compounds called inactive have numbers as strong as hits
GALR2 antag: GALR2 antagonists in receptor-expressing cells, primary screen; antagonist mode; inhibition, % at 4 µM; Galanin receptor type 2 (Homo sapiens), O43603; AID 828, 2007; actives 0.39% (n = 140,000); in the data active = inhibition above about 27%;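 also: cells stimulated with galanin 1-16 at roughly its EC80; 0% = agonist challenge control and 100% = basal control without agonist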
Target sequence (O43603 whole entry, looked up): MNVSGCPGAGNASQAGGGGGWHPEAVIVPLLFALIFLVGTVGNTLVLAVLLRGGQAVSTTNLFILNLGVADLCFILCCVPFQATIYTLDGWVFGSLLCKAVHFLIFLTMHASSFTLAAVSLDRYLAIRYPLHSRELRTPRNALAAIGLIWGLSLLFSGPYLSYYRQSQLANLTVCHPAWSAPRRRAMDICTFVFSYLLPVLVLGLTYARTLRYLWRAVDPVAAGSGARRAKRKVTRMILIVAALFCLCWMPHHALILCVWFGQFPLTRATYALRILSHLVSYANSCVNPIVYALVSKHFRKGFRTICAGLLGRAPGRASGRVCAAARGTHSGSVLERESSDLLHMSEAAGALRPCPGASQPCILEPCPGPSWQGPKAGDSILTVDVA
HCT116 bCat-KO: primary screen for growth suppressors in beta-catenin knockout HCT116 cells (colon tumor, human) | AID 818, 2007 | actives 1.5% (n = 140,000) | viability, % at 10 µM | HCT116 beta-catenin knockout viability, CellTiter-Glo, 60 h; hits give low values;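 active = viability at or under a set limit, the compound median less 4 SD, cut at about 6% in these data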;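 also: 0% = Hyamine 1622 control at 20 µM and 100% = untreated cell control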
Phagocytosis inh: inhibitors of macrophage phagocytosis, primary screen, imaging, J774A.1 cells, IgG beads; J774A.1 macrophage IgG-bead phagocytosis; inhibition, % at 5 µM; actives 0.07% (n = 110,000); AID 1029, 2008;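 active = inhibition above the mean of the plate negative controls plus 5 SD, cut at about 13% in these data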;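 also: phagocytic index as fraction of beads internalized from green versus red external bead signal; plate controls were DMSO negative control for no effect and cytochalasin-D positive control for full effect; some results beyond the cut were filed as inactive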
Active calls of the source: *; x = not tested or not shown.

1. O=C(O)Cc1ccc(NC(=O)c2ccc(NC(=O)c3ccco3)cc2)cc1
2. CCOC(=O)CSc1nnc2n1C(C)(C)Cc1ccccc1-2
3. CCCCN1C(=O)c2ccccc2C1C(=O)NC1CCCC1 (centres undefined)
4. Cc1ccc(C)c(NC(=O)CSc2nc3c(c(=O)n2C)SC(C)C3)c1 (centres undefined)
5. COC(=O)c1cccc(NC(=O)Cc2ccc(OC)cc2)c1C
6. CCCCc1c(O)nc(SCC(=O)N2CCCCC2)n(-c2ccccc2C)c1=O
7. CC(=O)OCC1OC(OC(C)=O)C(NC(=O)c2cccnc2)C(OC(C)=O)C1OC(C)=O (centres undefined)
8. COC(=O)C1=C(CSc2nc3ccccc3o2)NC(=O)NC1c1cc(C)ccc1C (centres undefined)
assay / entry,1,2,3,4,5,6,7,8
PTEN del growth,104,100,102,70,103,105,15,76
BB579 growth dn,-40,-21,-40,1,-5,-20,-9,-49
E-sel TNF inh,-15,-2,2,-17,-13,x,48,-4
Yeast life ext,-2,-6,6,-9,0,-6,3,0
NPY Y2 blocker,1,2,1,4,-1,-1,2,3
MRP1 act,-2.8,-1.5,-1.4,-3.2,2.2,-0.8,-2.4,4.3
Measles CPE,7,5,20,20,8,20,6,15
GALR2 antag,3,1,3,12,2,-10,14,4
HCT116 bCat-KO,92,99,94,76,103,91,18,82
Phagocytosis inh,x,x,-1,-2,-1,-3,-3,-1

Shown with tabs: part of the list above.
entry	mol	PTEN del growth	BB579 growth dn	E-sel TNF inh	Yeast life ext	NPY Y2 blocker	MRP1 act	Measles CPE	GALR2 antag	HCT116 bCat-KO	Phagocytosis inh
2	CCOC(=O)CSc1nnc2n1C(C)(C)Cc1ccccc1-2	100	-21	-2	-6	2	-1.5	5	1	99	x
3	CCCCN1C(=O)c2ccccc2C1C(=O)NC1CCCC1 (centres undefined)	102	-40	2	6	1	-1.4	20	3	94	-1
4	Cc1ccc(C)c(NC(=O)CSc2nc3c(c(=O)n2C)SC(C)C3)c1 (centres undefined)	70	1	-17	-9	4	-3.2	20	12	76	-2
5	COC(=O)c1cccc(NC(=O)Cc2ccc(OC)cc2)c1C	103	-5	-13	0	-1	2.2	8	2	103	-1

Further entries.
9. O=C1OC(c2ccc(Br)cc2)=N/C1=C\N1CCCCC1
10. COc1ccccc1C(=O)NNC1=C(C(=O)C(F)(F)F)CCC1
11. Cc1cccnc1NCc1ccc(O)c2ncccc12
12. N#Cc1nc(-c2ccccc2F)oc1NC1CCCCC1
13. CCCCCC(=O)N1CCN(CCN=CC2=C(O)CC(c3cccs3)CC2=O)CC1 (centres undefined)
14. CN1CCN(c2nc3c(c(=O)[nH]c(=O)n3C)n2Cc2cccc3ccccc23)CC1
15. Cc1ccc(C2CC(=O)NC(SCc3ccccc3)=C2C#N)o1 (centres undefined)
16. CC(=O)c1ccc(NC2OC(CO)C(O)C(O)C2O)cc1 (centres undefined)
assay / entry,9,10,11,12,13,14,15,16
PTEN del growth,84,6,2.5*,80,96,98,93,107
BB579 growth dn,-5,-18,-21,-2,-29,13,-10,6
E-sel TNF inh,-3,-51,-1,x,20,14,x,-16
Yeast life ext,-7,-21,-10,-9,23,-5,6,-20
NPY Y2 blocker,3,0,1,11,6,7,0,3
MRP1 act,1.5,-1.9,-2.8,-1.5,-0.8,-1.7,-3.4,0.1
Measles CPE,8,11,10,0,15,7,18,5
GALR2 antag,-5,12,15,5,-2,6,3,-11
HCT116 bCat-KO,86,6,3.9*,80,92,95,91,114
Phagocytosis inh,-1,x,0,0,-1,2,3,0

17. O=C(CCn1c(=S)[nH]c2ccccc2c1=O)NCCCN1CCCC1=O
18. CCCCNC(=O)CCCCCNS(=O)(=O)c1ccc(OC)cc1
19. Cc1cc(C)c(OCCOCCN(C)C)c(Br)c1
20. COc1cc(NC(=O)CCc2ccccc2)nc(OC)n1
21. CNc1cc([N+](=O)[O-])ccc1N/C=C/C(=O)c1cccs1
22. Cc1ccc2[nH]c3c(=S)nc[nH]c3c2c1
23. CCOc1ccc(-n2c(N)c(C(=O)NCc3ccco3)sc2=S)cc1
24. CCOC(=O)C1CCCN(S(=O)(=O)Cc2ccccc2)C1 (centres undefined)
assay / entry,17,18,19,20,21,22,23,24
PTEN del growth,93,88,90,98,89,100,77,98
BB579 growth dn,-6,-11,-1,1,-13,-18,-2,-5
E-sel TNF inh,0,49,32,8,-9,x,-6,19
Yeast life ext,-3,1,2,-28,x,9,-15,-5
NPY Y2 blocker,0,0,0,3,0,2,-1,3
MRP1 act,-0.9,-3.6,-1.3,-1.7,-5.6,1.2,-1.9,-2.0
Measles CPE,4,8,4,4,12,5,5,13
GALR2 antag,6,-2,4,10,7,6,25,-6
HCT116 bCat-KO,87,95,87,88,85,90,85,96
Phagocytosis inh,-2,-4,0,0,x,-6,x,-1

25. CCOc1ccc(Br)cc1S(=O)(=O)Nc1ccc(NC(=O)c2ccccc2F)cc1
26. COc1ccccc1-c1cc(C(=O)N2CCN(c3ccc(F)cc3)CC2)no1
27. O=C(c1ccco1)N1CCN(S(=O)(=O)c2ccc3[nH]c(=O)oc3c2)CC1
28. CCOC(=O)C(Cc1ccccc1)C(=O)Nc1cccc2ccccc12 (centres undefined)
29. O=C1c2ccccc2S(=O)(=O)N1Cc1nc2ccccc2s1
30. Cc1cc(C)c2nc(N3CCC(C(=O)N4CCN(C(=O)c5ccco5)CC4)CC3)sc2c1
31. COc1ccc(CC(=O)OCC(=O)Nc2ncc(Cl)cc2Cl)cc1OC
32. CCOC(=O)N1CCC(NC(=O)c2cc(S(=O)(=O)N3CCc4ccccc43)cn2C)CC1
assay / entry,25,26,27,28,29,30,31,32
PTEN del growth,63,79,102,85,91,79,93,93
BB579 growth dn,-44,-47,-4,-28,1,-66,-12,-83
E-sel TNF inh,x,x,x,x,x,-11,21,x
Yeast life ext,2,-11,-31,3,-11,-14,-5,-6
NPY Y2 blocker,2,12,1,7,2,0,-1,1
MRP1 act,-1.8,-0.9,-2.0,0.1,-0.5,-1.2,0.0,-1.1
Measles CPE,10,7,1,7,7,7,13,7
GALR2 antag,7,5,-3,0,10,-14,-6,-1
HCT116 bCat-KO,70,96,109,89,86,76,83,86
Phagocytosis inh,x,1,x,x,0,-2,-1,0

33. CCOC(=O)CN1C(=O)S/C(=C/c2ccc(N3CCCCC3)o2)C1=O
34. Cc1ccc(C(=O)Nc2ccc(Cc3ccncc3)cc2)cc1[N+](=O)[O-]
35. Cn1c(SCC(=O)c2c(N)n(C)c(=O)n(C)c2=O)nnc1-c1ccccc1
36. CCc1nc(-c2ccccc2)cc(=O)[nH]1
37. COc1ccc(CCn2c(C)cc3c(c2=O)C(c2ccncc2)C(C#N)=C(N)O3)cc1OC (centres undefined)
38. CC(C)n1c(O)c(N=Nc2ccc(Cl)nn2)c2ccccc21
39. CC(=O)c1sc(NC(=O)c2ccc(C)cc2)nc1C
40. COc1ccc(C(=O)c2cnc3ccccc3c2-c2ccccc2)cc1
assay / entry,33,34,35,36,37,38,39,40
PTEN del growth,103,70,95,93,91,88,86,70
BB579 growth dn,6,-32,-66,2,-28,-22,-39,-20
E-sel TNF inh,-9,-1,x,8,-3,x,17,-6
Yeast life ext,-1,-12,-1,-15,-8,5,-24,-13
NPY Y2 blocker,3,1,3,0,2,1,1,5
MRP1 act,1.3,2.0,2.1,-0.1,-1.5,1.5,-0.6,-4.9
Measles CPE,5,27,19,9,x,7,9,6
GALR2 antag,2,-1,0,-2,-4,-2,9,-8
HCT116 bCat-KO,102,55,89,99,104,91,97,71
Phagocytosis inh,-1,x,14,-1,-2,-2,0,4

41. CCOC(=O)c1sc(NC(C)=O)c(C(=O)OCC)c1C
42. CCOC(=O)c1cnn2c(C)cc(-c3ccccc3)nc12
43. Cc1cc(Cl)c(OCCOCCN2CCC(C)CC2)c(Br)c1
44. Cc1nc(Cl)c2c(n1)N(CC(N)=O)C(=O)CO2
45. COC(=O)Cn1ncc2c3ccccc3n(C)c2c1=O
46. CC(=O)c1ccc(NC(=S)N2CCN(CCN3C(=O)c4cccc5cccc(c45)C3=O)CC2)cc1
47. O=C1OCCC1Sc1nc2ccccc2c(=O)n1Cc1ccc(F)cc1 (centres undefined)
48. C=CCNC(=S)NNC(=O)COc1cccc(Cl)c1
assay / entry,41,42,43,44,45,46,47,48
PTEN del growth,88,96,52,96,100,94,96,100
BB579 growth dn,-28,-41,4,-2,-19,-7,-21,0
E-sel TNF inh,-28,-14,-4,x,-5,x,6,-5
Yeast life ext,-16,-27,3,1,-7,-1,-4,-10
NPY Y2 blocker,2,3,12,3,2,1,7,3
MRP1 act,-2.1,-2.1,-1.9,-0.9,0.4,-0.1,2.8,-3.0
Measles CPE,7,4,9,6,9,11,20,3
GALR2 antag,-3,-4,6,-2,10,8,-2,6
HCT116 bCat-KO,104,101,51,98,98,101,103,96
Phagocytosis inh,2,1,x,-5,-2,x,1,x

49. c1ccc(-c2ncnc3cc4n(c23)CCC4)cc1
50. CC1CC(C)(C)CC2(C1)NC(=O)N(CC(=O)NCCc1c[nH]c3ccccc13)C2=O (centres undefined)
51. COC(=O)CSc1nnc(NC(=O)/C=C\c2ccc3c(c2)OCO3)s1
52. O=C(NC12CC3CC(CC(C3)C1)C2)N1CCC(n2nnc3ccccc32)CC1
53. C=CCNC(=O)c1ccc(CNS(=O)(=O)c2ccc(NC(C)=O)cc2)cc1
54. CN(C)S(=O)(=O)c1cccc(C(=O)Nc2ccccc2[N+](=O)[O-])c1
55. CCOc1ccc(C(=O)Nc2cnn(Cc3ccc(Cl)c(Cl)c3)c2)cc1
56. COc1ccccc1Nc1nc(N)nc(CN2CCC(Cc3ccccc3)CC2)n1
assay / entry,49,50,51,52,53,54,55,56
PTEN del growth,90,82,99,109,99,6,80,73
BB579 growth dn,-15,-40,-22,-76,-15,-1,8,-27
E-sel TNF inh,-11,x,x,-21,-76,x,26,7
Yeast life ext,x,-2,-4,-2,-1,-6,-11,-15
NPY Y2 blocker,2,-1,7,3,2,0,-3,12
MRP1 act,-1.9,-3.3,-0.8,-0.2,-1.2,0.1,-0.5,-1.5
Measles CPE,2,6,3,13,23,3,8,4
GALR2 antag,7,0,5,9,1,-1,2,-2
HCT116 bCat-KO,105,89,97,109,94,13,92,77
Phagocytosis inh,x,-8,-4,x,x,3,x,x
